Vif inh: HIV Vif self-association inhibitors, primary screen, imaging, HEK293T, single point; HEK293T cells, Vif self-association by quenched fluorescence, 24 h; inhibition, % at 7.49 µM; 0.35% of 340,000 active; AID 602346, 2012; in the data active = inhibition above about 50%, passing the limit was not always enough; inconclusive = no clear call, values can overlap the other calls; inactive = below about 31%; also: some results filed as inactive read as strong as hits
PDI inh: inhibitors of human PDI, primary screen, biochemical, turbidity, single point, plate reader; Protein disulfide-isomerase (Homo sapiens), P07237; AID 588391, 2011; inhibition, % at 10 µM; PDI insulin aggregation turbidity, A650, 90 min; 0.052% of 350,000 active;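 active = mean inhibition across replicates of 30% or more, whatever share of single replicates reach that level; inconclusive = mean inhibition below 30% while every single replicate reaches 30%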;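 also: absorbance from insulin aggregation driven by PDI reduction with DTT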
Target sequence (P07237 whole entry, looked up): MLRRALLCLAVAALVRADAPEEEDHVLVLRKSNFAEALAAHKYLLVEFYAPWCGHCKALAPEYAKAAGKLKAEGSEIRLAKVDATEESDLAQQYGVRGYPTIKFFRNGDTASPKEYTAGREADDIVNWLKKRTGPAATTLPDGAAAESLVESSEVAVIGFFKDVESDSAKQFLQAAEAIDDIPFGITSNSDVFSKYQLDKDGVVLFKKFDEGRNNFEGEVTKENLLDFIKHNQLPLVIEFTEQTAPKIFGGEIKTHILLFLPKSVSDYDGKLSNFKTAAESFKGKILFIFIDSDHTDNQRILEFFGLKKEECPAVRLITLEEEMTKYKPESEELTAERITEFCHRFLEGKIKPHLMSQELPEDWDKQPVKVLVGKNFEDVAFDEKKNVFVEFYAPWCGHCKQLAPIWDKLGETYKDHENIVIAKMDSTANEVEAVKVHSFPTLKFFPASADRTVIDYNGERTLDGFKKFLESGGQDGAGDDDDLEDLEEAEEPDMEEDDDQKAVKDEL
HIF-2a block: HIF-2a reporter inhibitors, primary screen, luminescence, 786-0 RCC cells. 786-0 RCC cells HIF-2a reporter, luciferase luminescence, overnight. inhibition, % at 18.8 µM. 0.72% of 360,000 active;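 active = inhibition of the luminescence signal of 40% or more relative to plate controls, in a single-dose primary screen at 18.75 µM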
Peg3 promoter: Peg3 promoter-driven luciferase inhibitors, primary screen, cell-based, HeLa, luciferase luminescence; HeLa PEG-Prom luciferase reporter, overnight; inhibition, % at 20 µM; 1.7% of 360,000 active;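 active = inhibition of at least 50% at 20 µM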
NR2E3 ag-1: NR2E3 agonists in two-hybrid cells, primary screen, cell-based, luminescence, CHO-S, Gal4-NCOR/VP16-NR2E3 | AID 602229, 2012 | 0.35% of 360,000 active | inhibition of corepressor binding, % at 3.98 µM | Photoreceptor-specific nuclear receptor (Homo sapiens), Q9Y5X4 | luciferase;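 active = inhibition above the mean of all tested compounds plus 3 SD, cut at about 70% in these data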;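 also: 0% = DMSO with NR2E3 transfected cells and 100% = cells lacking NR2E3 construct; higher means lower luciferase signal from less NR2E3 corepressor binding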
Target sequence (Q9Y5X4 whole entry, looked up, the tested form may be a part): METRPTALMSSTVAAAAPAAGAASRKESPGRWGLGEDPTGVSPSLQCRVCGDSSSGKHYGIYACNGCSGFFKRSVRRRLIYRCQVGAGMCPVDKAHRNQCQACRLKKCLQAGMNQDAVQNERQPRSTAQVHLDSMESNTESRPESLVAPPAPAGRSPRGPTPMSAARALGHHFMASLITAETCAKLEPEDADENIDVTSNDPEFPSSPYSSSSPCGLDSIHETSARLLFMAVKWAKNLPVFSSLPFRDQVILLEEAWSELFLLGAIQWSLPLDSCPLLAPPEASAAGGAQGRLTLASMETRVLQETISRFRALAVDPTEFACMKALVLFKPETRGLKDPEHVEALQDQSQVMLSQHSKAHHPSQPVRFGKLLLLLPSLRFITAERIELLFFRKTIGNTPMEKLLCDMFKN
Shn3 inh set2: reduction of Shn3 3'UTR firefly luciferase signal, primary screen, Schnurri-3 inhibitor project, cell-based, Clone20 osteoblasts, set 2. inhibition, % at 12.5 µM. Clone20 osteoblast Shn3 3'UTR firefly luciferase, 24 h. 0.52% of 360,000 active. AID 588674, 2011;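 active = mean inhibition of at least 75% with every replicate also reaching 75%; inconclusive = mean inhibition at least 75% but some replicate below; inactive = mean inhibition below 75%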;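 also: 0% = median of neutral control wells and 100% = pilot-screen positive control compound; some compounds past the cut are filed as inactive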
TRPM1 prom inh: inhibitors of MITF-dependent TRPM1 promoter reporter, primary screen, cell-based, SK-MEL-5, single point, luciferase. AID 488899, 2010. inhibition, % at 12.5 µM. 0.83% of 330,000 active. SK-MEL-5 TRPM1 promoter luciferase, 24 h;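 active = mean inhibition across replicates of 60% or more, whatever share of single replicates reaches that level; inconclusive = some that reach 60%, reason not given; inactive = mean inhibition across replicates below 60%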; also: values of inactives mirror those of a sister screen read the other way
CaV13 FRET inh: Disruptors of the CACNA1D IQ motif to Ca2+-dependent inactivation inhibitor domain association, primary screening, Förster resonance energy transfer in intact living …. HEK cells, CFP/YFP FRET ICDI-IQ, plate reader, 10 min; percent FRET-ratio fall versus neutral wells. inhibition, % at 12.3 µM. 0.098% of 340,000 active. AID 743397;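 active = mean replicate inhibition of at least 30% and at least 1% of replicates passing that level; inconclusive = only one of the two criteria is met; inactive = neither criterion is met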;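 also: 0% = median of the neutral control wells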
CF NFkB inh: inhibitors of PAF-induced NF-kB signaling, primary screen, cell-based, GFP fluorescence, uHTS; KKLEB NF-kB-GFP reporter, GFP fluorescence overnight; inhibition, % at 5 µM; 0.86% of 360,000 active;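 active = at least 50% inhibition at 5 µM, scaled per plate between neutral and stimulator controls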;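 also: PAF is a Pseudomonas aeruginosa culture filtrate used as stimulus; plate controls were PAF-stimulated DMSO wells for no effect and unstimulated DMSO wells for full effect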
KKLEB cytotox: cytotoxicity in KKLEB CF airway cells, primary screen, cytotoxicity control for CF NF-kB inhibitor project, cell-based, uHTS, fluorescence assay plates; KKLEB CF airway cells viability, ATPlite luminescence, overnight; active compounds read low; cells stimulated with P. aeruginosa culture filtrate; activity change (cytotoxicity), % at 5 µM; 0.36% of 360,000 active; AID 602141, 2011;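 active = corrected activity change at or below -50% at 5 µM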
NR2E3 ag-2: inhibitors of NR2E3-RetCOR corepressor binding, primary screen, NR2E3 agonist project, biochemical, TR-FRET, GST-NR2E3, biotin-RetCOR; Photoreceptor-specific nuclear receptor (Homo sapiens), Q9Y5X4; 1536-well; inhibition of corepressor binding, % at 4.78 µM; 0.12% of 320,000 active; AID 2300, 2010;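 active = percent inhibition above the cutoff of mean plus 3 SD of all tested compounds, set per screening campaign, cut at about 20% in these data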;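 also: 0% = DMSO wells and 100% = biotin wells as full block of FRET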
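system = GST-tagged NR2E3 plus biotinylated RetCOR corepressor | input = 1.35 nM GST-NR2E3 | also added = 7 nM biotin-RetCOR | schedule = 5 h incubation at 4 °C | measured by = TR-FRET with europium anti-GST and streptavidin-D2, 340 nm excitation | read-out = percent loss of FRET ratio relative to control wells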
Active calls of the source: *.

How did COC(=O)c1sccc1NC(=O)c1ccc(C)cc1 do in these assays?
Vif inh: 7; PDI inh: -14; HIF-2a block: -12; Peg3 promoter: -13; NR2E3 ag-1: -2; Shn3 inh set2: 6; TRPM1 prom inh: 12; CaV13 FRET inh: -14; CF NFkB inh: -16; KKLEB cytotox: 0; NR2E3 ag-2: 3

Results for Cc1ccc(-c2nn3nnnc3c3ccccc23)cc1C ?
Vif inh: -8; PDI inh: 3; HIF-2a block: 17; Peg3 promoter: 3; NR2E3 ag-1: 28; Shn3 inh set2: 8; TRPM1 prom inh: 4; CaV13 FRET inh: -6; CF NFkB inh: 2; KKLEB cytotox: -12; NR2E3 ag-2: 0

How did COC(=O)c1c(C(=O)OC)c(-c2ccc(C)cc2)n2c1CS(=O)C2 (stereo not drawn) do in these assays?
Vif inh: 4; PDI inh: -3; HIF-2a block: 6; Peg3 promoter: 6; NR2E3 ag-1: -5; Shn3 inh set2: 1; TRPM1 prom inh: -1; CaV13 FRET inh: -5; CF NFkB inh: 8; KKLEB cytotox: -4; NR2E3 ag-2: -26

How did COc1ccccc1N1CCN(CCCN2C(=O)C3CCCCN3C2=O)CC1 (stereo not drawn) do in these assays?
Vif inh: 3; PDI inh: 4; HIF-2a block: 13; Peg3 promoter: 4; NR2E3 ag-1: 2; Shn3 inh set2: 8; TRPM1 prom inh: -8; CaV13 FRET inh: -2; CF NFkB inh: 4; KKLEB cytotox: 2

What do the screens show for `Cc1ccc(S(=O)(=O)Oc2ccc(C3C4=C(CCCC4=O)OC4=C3C(=O)CCC4)cc2)cc1`?
Vif inh: -13; PDI inh: -3; HIF-2a block: 18; Peg3 promoter: 14; NR2E3 ag-1: -1; Shn3 inh set2: 13; TRPM1 prom inh: 7; CaV13 FRET inh: -4; CF NFkB inh: 0; KKLEB cytotox: -11; NR2E3 ag-2: 2

Results for Cc1ccc(-c2nnn(CC(=O)N(Cc3cccs3)C(C(=O)NC3CCCC3)c3ccco3)n2)o1 (stereo not drawn) ?
Vif inh: -16; PDI inh: -5; HIF-2a block: 6; Peg3 promoter: 1; NR2E3 ag-1: 10; Shn3 inh set2: 5; TRPM1 prom inh: 1; CaV13 FRET inh: -5; CF NFkB inh: -4; KKLEB cytotox: 5; NR2E3 ag-2: -2

Results for CN(C(=O)c1ccc(NC(=O)Cc2cccc(NC(=O)C3CCN(C(=O)CCc4ccccc4)CC3)c2)cc1)C1CCCC1 ?
Vif inh: -4; PDI inh: -2; HIF-2a block: 2; Peg3 promoter: 16; NR2E3 ag-1: -29; Shn3 inh set2: -2; TRPM1 prom inh: 1; CaV13 FRET inh: -5; CF NFkB inh: 11; KKLEB cytotox: -2; NR2E3 ag-2: 0

Results for Cc1ccc(NC(=O)C2(C)CCN2C(=O)CCC2CCCC2)cc1C (stereo not drawn) ?
Vif inh: 3; PDI inh: 0; HIF-2a block: 11; Peg3 promoter: 24; NR2E3 ag-1: -11; Shn3 inh set2: -2; CaV13 FRET inh: -7; CF NFkB inh: 19; KKLEB cytotox: -17

How did CCOC(=O)c1cnc(SCc2cccc3ccccc23)nc1N do in these assays?
Vif inh: 4; PDI inh: 28; HIF-2a block: -131; Peg3 promoter: -23; NR2E3 ag-1: -16; Shn3 inh set2: -4; TRPM1 prom inh: -31; CaV13 FRET inh: -5; CF NFkB inh: 9; KKLEB cytotox: -24; NR2E3 ag-2: 1

Results for COc1ccc(/C=C/C(=O)NCc2cnn(C)c2C)cc1COc1ccc(Br)cc1 ?
Vif inh: -7; PDI inh: 5; HIF-2a block: -30; Peg3 promoter: 12; NR2E3 ag-1: -19; Shn3 inh set2: -10; TRPM1 prom inh: -9; CaV13 FRET inh: -3; CF NFkB inh: -15; KKLEB cytotox: 7; NR2E3 ag-2: 1

Grouped by structure: the compounds so far containing a thiophene ring, fused or not (2)
How did COC(=O)c1sccc1NC(=O)c1ccc(C)cc1 do in these assays?
Vif inh: 7; PDI inh: -14; HIF-2a block: -12; Peg3 promoter: -13; NR2E3 ag-1: -2; Shn3 inh set2: 6; TRPM1 prom inh: 12; CaV13 FRET inh: -14; CF NFkB inh: -16; KKLEB cytotox: 0; NR2E3 ag-2: 3

Results for Cc1ccc(-c2nnn(CC(=O)N(Cc3cccs3)C(C(=O)NC3CCCC3)c3ccco3)n2)o1 (stereo not drawn) ?
Vif inh: -16; PDI inh: -5; HIF-2a block: 6; Peg3 promoter: 1; NR2E3 ag-1: 10; Shn3 inh set2: 5; TRPM1 prom inh: 1; CaV13 FRET inh: -5; CF NFkB inh: -4; KKLEB cytotox: 5; NR2E3 ag-2: -2

2 records picked at random from the list so far:
Results for Cc1ccc(NC(=O)C2(C)CCN2C(=O)CCC2CCCC2)cc1C (stereo not drawn) ?
Vif inh: 3; PDI inh: 0; HIF-2a block: 11; Peg3 promoter: 24; NR2E3 ag-1: -11; Shn3 inh set2: -2; CaV13 FRET inh: -7; CF NFkB inh: 19; KKLEB cytotox: -17

What do the screens show for `Cc1ccc(S(=O)(=O)Oc2ccc(C3C4=C(CCCC4=O)OC4=C3C(=O)CCC4)cc2)cc1`?
Vif inh: -13; PDI inh: -3; HIF-2a block: 18; Peg3 promoter: 14; NR2E3 ag-1: -1; Shn3 inh set2: 13; TRPM1 prom inh: 7; CaV13 FRET inh: -4; CF NFkB inh: 0; KKLEB cytotox: -11; NR2E3 ag-2: 2

Continued.
Results for CCc1ccc(CCC(=O)Nc2ccc(S(N)(=O)=O)cc2)o1 ?
Vif inh: -2; PDI inh: -8; HIF-2a block: -19; Peg3 promoter: 6; NR2E3 ag-1: -25; Shn3 inh set2: 8; TRPM1 prom inh: -6; CaV13 FRET inh: -4; CF NFkB inh: -1; KKLEB cytotox: 0; NR2E3 ag-2: -2

What do the screens show for `Cc1cc(NC(=O)c2csc([C@@H]3O[C@H](CO)[C@H](O)[C@H](O)[C@H]3O)n2)n(C)n1`?
Vif inh: 16; PDI inh: -2; HIF-2a block: 5; Peg3 promoter: -6; NR2E3 ag-1: -1; Shn3 inh set2: -15; CaV13 FRET inh: -5; CF NFkB inh: -13; KKLEB cytotox: 5

What do the screens show for `CC1CN(c2nc(Nc3ccccc3)nc(N)c2[N+](=O)[O-])CC(C)O1` (stereo not drawn)?
Vif inh: 4; PDI inh: 11; HIF-2a block: 24; Peg3 promoter: 26; NR2E3 ag-1: 11; Shn3 inh set2: 3; TRPM1 prom inh: 7; CaV13 FRET inh: -3; CF NFkB inh: 11; KKLEB cytotox: -16; NR2E3 ag-2: 0

How did Cc1ccnc(NS(=O)(=O)c2ccc(NC(=O)c3ccc(S(=O)(=O)N4CCOCC4)cc3)cc2)n1 do in these assays?
Vif inh: 7; PDI inh: 1; HIF-2a block: 6; Peg3 promoter: 19; NR2E3 ag-1: -11; Shn3 inh set2: -15; TRPM1 prom inh: -3; CaV13 FRET inh: -3; CF NFkB inh: -1; KKLEB cytotox: -6; NR2E3 ag-2: -1

What do the screens show for `CC(C)C(C(=O)NCC1CCCO1)N(Cc1cccs1)C(=O)CNS(=O)(=O)c1ccccc1` (stereo not drawn)?
Vif inh: 4; PDI inh: -2; HIF-2a block: 5; Peg3 promoter: 12; NR2E3 ag-1: -63; Shn3 inh set2: 18; TRPM1 prom inh: 2; CaV13 FRET inh: -2; CF NFkB inh: 8; KKLEB cytotox: -1; NR2E3 ag-2: -3

How did O=C(CNC(=O)c1ccccc1)Nc1cccc(C(F)(F)F)c1 do in these assays?
Vif inh: 12; PDI inh: -1; HIF-2a block: -20; Peg3 promoter: 1; NR2E3 ag-1: -16; Shn3 inh set2: 1; TRPM1 prom inh: -16; CaV13 FRET inh: -4; CF NFkB inh: 6; KKLEB cytotox: -1; NR2E3 ag-2: 0

What do the screens show for `COc1ccc(-c2cnc3c(NC(C)=O)cc(-c4cccc(NS(C)(=O)=O)c4)cn23)cc1OC`?
Vif inh: -3; PDI inh: 5; HIF-2a block: 23; Peg3 promoter: 31; NR2E3 ag-1: -3; Shn3 inh set2: -13; CaV13 FRET inh: -10; CF NFkB inh: 26; KKLEB cytotox: -20

How did CN(c1ccc([N+](=O)[O-])cc1C(N)=O)C1CCCCC1 do in these assays?
Vif inh: -11; PDI inh: -2; HIF-2a block: 8; Peg3 promoter: 7; NR2E3 ag-1: -1; Shn3 inh set2: -2; TRPM1 prom inh: -9; CaV13 FRET inh: 2; CF NFkB inh: -1; KKLEB cytotox: 4; NR2E3 ag-2: 1

What do the screens show for `CCN1CCCC1CNC(=O)CN1C(=O)COc2ccc(C)cc21` (stereo not drawn)?
PDI inh: 0; HIF-2a block: 21; Peg3 promoter: 16; NR2E3 ag-1: -6; Shn3 inh set2: 1; TRPM1 prom inh: 8; CaV13 FRET inh: -7; CF NFkB inh: 4; KKLEB cytotox: -7; NR2E3 ag-2: 1

How did C[C@@H](C(=O)NCc1ccccc1)N1C(=O)C2CC=CCC2C1=O (stereo partly drawn) do in these assays?
Vif inh: -3; PDI inh: inconclusive; HIF-2a block: 16; Peg3 promoter: 17; NR2E3 ag-1: 16; Shn3 inh set2: 7; TRPM1 prom inh: 11; CF NFkB inh: -15; KKLEB cytotox: 1; NR2E3 ag-2: -1

Results for COc1cc(S(=O)(=O)N2CCN(c3ccccc3)CC2)ccc1F ?
Vif inh: -7; PDI inh: 0; HIF-2a block: 10; Peg3 promoter: 20; NR2E3 ag-1: -6; Shn3 inh set2: 6; TRPM1 prom inh: -2; CaV13 FRET inh: 10; CF NFkB inh: 12; KKLEB cytotox: 1; NR2E3 ag-2: -1

How did CN(Cc1ccccc1)CC(O)COc1ccc(CNCc2cc3ccccc3s2)cc1 (stereo not drawn) do in these assays?
Vif inh: 0; PDI inh: 6; HIF-2a block: 14; Peg3 promoter: 50*; NR2E3 ag-1: 1; Shn3 inh set2: 29; TRPM1 prom inh: 36; CaV13 FRET inh: -12; CF NFkB inh: -19; KKLEB cytotox: -1; NR2E3 ag-2: 3
